HCMV inh: qHTS Assay for inhibitors of the human cytomegalovirus (HCMV) | HFF cells, HCMV-luciferase reporter, 72 h; hits give low values | activity change, negative = inhibition, % at 57.5 µM | 4.5% of 410,000 active; in the data active = activity change below about -60%; inconclusive = no clear call, values can overlap the other calls; inactive = above about -39%
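After 16 h attachment at 37C, HFF cells received test compound and HCMV-luciferase (1 PFU/cell); reporter luminescence read 72 h later, data normalized against buffer-only and known inhibitor Salinomycin.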
AmpC inh no detg: qHTS Inhibitors of AmpC Beta-Lactamase (assay without detergent); P00811; 0.52% of 330,000 active; AID 485341, 2010; Potency, µM (titrated, usually from 57.1 µM), without a hit: at the highest dose activity change, negative = inhibition, hits mostly inhibitors; AmpC nitrocefin hydrolysis, absorbance 480 nm, 0.0001% Triton;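 note: potency is the fitted concentration of half-maximal effect; plate controls were no compound for no effect and no enzyme for full effect; nearly all actives have a fitted effect of over 20% in size; some results filed as inactive show a strong effect at the top dose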
Target sequence (P00811 whole entry, looked up): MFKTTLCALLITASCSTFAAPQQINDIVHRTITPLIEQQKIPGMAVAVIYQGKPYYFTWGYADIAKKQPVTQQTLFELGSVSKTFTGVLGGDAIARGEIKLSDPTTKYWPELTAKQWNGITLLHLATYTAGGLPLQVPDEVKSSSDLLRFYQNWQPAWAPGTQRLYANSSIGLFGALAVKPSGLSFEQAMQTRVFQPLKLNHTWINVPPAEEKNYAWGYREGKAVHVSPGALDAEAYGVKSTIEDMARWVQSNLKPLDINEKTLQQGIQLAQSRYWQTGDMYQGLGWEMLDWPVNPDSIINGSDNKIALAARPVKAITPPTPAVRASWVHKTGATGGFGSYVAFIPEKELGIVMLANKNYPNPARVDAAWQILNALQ
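20 mM phosphate pH 7.0 + 0.01% (detergent screen) or 0.0001% Triton X-100; 5.3 nM AmpC reagent; cpd preinc 15 min RT; nitrocefin (800 uM stock) to start; A480 q20 s × 4 min; Activity was normalised to no-enzyme and no-compound control wells.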
Tb PYK inh: qHTS of Trypanosoma Brucei Inhibitors | AID 624173, 2012 | Potency, µM (highest dose often 76.8 µM), for inactives: at the highest dose activity, negative = inhibition, actives largely listed as inhibitors | TbPYK enzyme, Kinase-Glo Plus ATP luminescence, 45 min | 0.12% of 410,000 active | pyruvate kinase (Trypanosoma brucei), Q57TT1; note: potency is the fitted concentration of half-maximal effect; nearly all actives have a fitted effect of over 50% in size
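Quantitative HTS: titrated library compounds versus trypanosomal pyruvate kinase in TEA buffer (pH 7.2) containing KCl, MgCl2, BSA and Tween-20. Reactions were initiated with ADP, 130 uM final. Kinase-Glo Plus luminescence was read after 45 min at RT.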
AMA1-RON2 inh: qHTS for Inhibitors of AMA1-RON; Towards Development of Antimalarial Drug Lead: Primary Screen. Plasmodium falciparum AMA1 (3D7) - RON2 peptide interaction. AlphaScreen AMA1-biotinylated RON2 peptide binding. Potency, µM (highest dose often 58.2 µM), for inactives: at the top dose activity change, negative = inhibition, most hits filed as inhibitors. 0.2% of 360,000 active;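 note: potency is the fitted concentration of half-maximal effect; 0% = vehicle wells and -100% = peptide control; nearly all actives have a fitted effect of over 45% in size; some results filed as inactive show a strong effect at the top dose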
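AMA1 (3D7) with his tag at 25 nM final met compounds first, then biotinylated RON2 peptide at 25 nM; detection used donor plus acceptor beads, 10 µg/mL apiece, read by AlphaScreen after 30 min at room temperature.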
HCV inh: qHTS Assay for Inhibitors of Hepatitis C Virus (HCV); AID 651820, 2012; Huh7.5.1 HCVcc-Cre infection, luciferase reporter, 44 h; Potency, µM (titrated, usually from 41.8 µM), inactives show at the top dose activity change, negative = inhibition, hits mostly inhibitors; 3.4% of 340,000 active; note: potency is the fitted concentration of half-maximal effect
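Antiviral activity was scored by luciferase reporter output from cells infected with HCVcc-Cre (~0.5 moi) in presence of compound, 44 h infection period, cells seeded 1,000/well 4 h prior.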
AmpC detergent: qHTS Inhibitors of AmpC Beta-Lactamase (assay with detergent); P00811; AmpC hydrolysis of nitrocefin, absorbance 480 nm, 0.01% Triton; Potency, µM (titrated, usually from 114 µM), without a hit: at the top dose activity change, negative = inhibition, hits mostly inhibitors; 0.041% of 370,000 active; AID 485294, 2010;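 note: potency is the fitted concentration of half-maximal effect; 0% = no-compound wells and -100% = no-enzyme wells; nearly all actives have a fitted effect of over 25% in size; some results filed as inactive show a strong effect at the top dose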
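20 mM phosphate pH 7.0 + 0.01% (detergent screen) or 0.0001% Triton X-100; 5.3 nM AmpC reagent; cpd preinc 15 min RT; nitrocefin (800 uM stock) to start; A480 q20 s × 4 min; Activity was normalised to no-enzyme and no-compound control wells.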
LmPK inhibitor: qHTS Assay for Inhibitors of Leishmania Mexicana Pyruvate Kinase (LmPK) | AID 1721, 2009 | Q27686 | purified LmPK, Kinase-Glo ATP luminescence, 1 h | Potency, µM (highest dose often 57.5 µM), inactives show top-dose activity change, negative = inhibition, most hits filed as inhibitors | 0.37% of 290,000 active; note: potency is the fitted concentration of half-maximal effect
Target sequence (Q27686 whole entry, looked up): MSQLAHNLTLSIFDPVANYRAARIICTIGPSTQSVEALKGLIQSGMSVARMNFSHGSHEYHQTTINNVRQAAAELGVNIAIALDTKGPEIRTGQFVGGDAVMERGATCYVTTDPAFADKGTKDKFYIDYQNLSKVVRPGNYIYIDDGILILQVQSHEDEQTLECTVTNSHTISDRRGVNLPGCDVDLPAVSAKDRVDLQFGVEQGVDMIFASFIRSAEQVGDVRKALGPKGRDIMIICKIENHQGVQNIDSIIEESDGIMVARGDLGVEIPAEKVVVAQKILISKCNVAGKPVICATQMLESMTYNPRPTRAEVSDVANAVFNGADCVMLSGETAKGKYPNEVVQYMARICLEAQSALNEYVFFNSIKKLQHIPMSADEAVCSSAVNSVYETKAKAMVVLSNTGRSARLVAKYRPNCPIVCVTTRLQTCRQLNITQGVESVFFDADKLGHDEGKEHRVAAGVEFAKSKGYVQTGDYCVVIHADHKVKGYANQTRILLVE
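Screened at intermediate enzyme activity to detect both inhibitors and activators: LmPK at 0.1 nM, with a 0.5 nM enzyme column as activation reference. PEP 0.5 mM, ADP 0.1 mM; ATP detected by luminescence after 1 h.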
* = called active by the depositor; & = joins results of further samples; [ ] = another dose, or the depositor's remark. Unless noted, calls come from the whole dose curve; as a rule, active = well fitted curve in the direction sought with a large enough effect; inconclusive = small, poorly fitted or top-dose-only effect, or another doubt; inactive = no such curve, though single readings can be large; an effect the other way counts as inactive or inconclusive. Unless noted, % is set by controls: 0 for no effect and ±100 for the full control effect.

How did CC1CN(C(=O)COC(=O)c2ccc(O)cc2)CC(C)O1 (stereo unspecified) do in these assays?
HCMV inh: 31.0; AmpC inh no detg: -9.4%; Tb PYK inh: -3.0%; AMA1-RON2 inh: -24.8%; HCV inh: -2.7%; AmpC detergent: inconclusive; LmPK inhibitor: -1.2%

What do the screens show for `CN=C(Nc1ccccc1OC)SC1CC(=O)N(c2ccc(C(=O)OC)cc2)C1=O` (stereo unspecified)?
HCMV inh: -10.0; AmpC inh no detg: 77.1%[activator]; Tb PYK inh: 0.3%; AMA1-RON2 inh: -9.1%; HCV inh: inconclusive; AmpC detergent: inconclusive; LmPK inhibitor: 8.6%

What do the screens show for `Cc1onc(-c2ccccc2)c1C(=O)Nc1sc2c(c1C#N)CCC2`?
HCMV inh: inconclusive; AmpC inh no detg: -39.6%; Tb PYK inh: -19.5%; AMA1-RON2 inh: -12.4%; HCV inh: inconclusive; AmpC detergent: inconclusive; LmPK inhibitor: 0.6%

How did CN(C)S(=O)(=O)c1ccc(NC(=O)Cc2ccc(S(=O)(=O)N3CCOCC3)s2)cc1 do in these assays?
HCMV inh: -36.5; AmpC inh no detg: -42.4%; Tb PYK inh: 1.7%; AMA1-RON2 inh: inconclusive; HCV inh: 11.9%; AmpC detergent: -2.8%; LmPK inhibitor: -2.2%

What do the screens show for `COCCNC(=S)Nc1ccc(Cl)c(Cl)c1`?
HCMV inh: inconclusive; AmpC inh no detg: -27.1%; Tb PYK inh: -4.4%; AMA1-RON2 inh: 3.8%; HCV inh: 3.5%; AmpC detergent: -1.5%; LmPK inhibitor: 0.1%

Results for N#Cc1c(Cl)nc(SCc2ccccc2)nc1-c1ccccc1 ?
AmpC inh no detg: -10.3%; AmpC detergent: -1.6%; LmPK inhibitor: 7.3%

What do the screens show for `CC(C)=CCCC(C)NC(=O)NC1CCCCC1` (stereo unspecified)?
HCMV inh: 26.0; AmpC inh no detg: -22.9%; Tb PYK inh: -5.9%; AMA1-RON2 inh: -0.2%; HCV inh: 25.7%; AmpC detergent: 0.3%; LmPK inhibitor: 0.4%

How did Cc1cc(Cl)ccc1-c1nc(NCCN(C)C)nc2ccsc12 do in these assays?
HCMV inh: -29.2; Tb PYK inh: 2.7%; AMA1-RON2 inh: -4.2%

How did O=C(C1CC(=O)N(c2ccc(Cl)cc2)C1)N1CCC(c2nc3ccccc3[nH]2)CC1 (stereo unspecified) do in these assays?
HCMV inh: -39.4; AmpC inh no detg: 41.7%; Tb PYK inh: 0.8%; AMA1-RON2 inh: -11.7%; HCV inh: -11.9%; AmpC detergent: inconclusive

How did Cn1cnc([N+](=O)[O-])c1S(=O)(=O)c1ccc(Cl)cc1 do in these assays?
HCMV inh: 333.4; AmpC inh no detg: -48.1%; Tb PYK inh: -3.5%; AMA1-RON2 inh: 11.8%; HCV inh: inconclusive; AmpC detergent: inconclusive; LmPK inhibitor: -1.1%

Results for Cc1cnc(NC(=O)CSc2nnc(C)s2)s1 ?
HCMV inh: 6.1; AmpC inh no detg: -12.0%; AMA1-RON2 inh: 0.8%; HCV inh: 2.5%; AmpC detergent: -7.6%; LmPK inhibitor: 2.9%

How did COC(=O)Cc1ccc(N(Cc2ccccc2F)S(=O)(=O)c2ccc(Br)cc2)cc1 do in these assays?
HCMV inh: inconclusive; AmpC inh no detg: -36.3%; Tb PYK inh: 2.7%; AMA1-RON2 inh: 10.2%; HCV inh: -15.4%; AmpC detergent: inconclusive; LmPK inhibitor: -0.7%

What do the screens show for `CCCCCCC(=O)c1c(O)n(-c2ccc(OC)cc2)c(=O)[nH]c1=O` (tested in a mixture with another compound)?
HCMV inh: 4.1; AmpC inh no detg: -13.9%; Tb PYK inh: -3.8%; AMA1-RON2 inh: -7.8%; HCV inh: 16.1%; AmpC detergent: -5.8%; LmPK inhibitor: 6.8%

How did Cc1csc(N)n1 do in these assays?
HCMV inh: 59.4; AmpC inh no detg: -14.6%; Tb PYK inh: 0.5%; AMA1-RON2 inh: 35.7%[activator]; HCV inh: -0.8%[8.37 µM]; AmpC detergent: 7.0%; LmPK inhibitor: 7.0%

Results for O=C(Nc1ccc(Cl)cc1)/C(=C/c1ccc([N+](=O)[O-])cc1)c1nc2ccccc2s1 ?
AmpC inh no detg: -13.3%[2.29 µM]; AmpC detergent: -8.6%; LmPK inhibitor: -5.0%

How did Cc1oc2ccc(OC(=O)c3cccs3)cc2c1C(=O)OC(C)C do in these assays?
HCMV inh: -2.9; AmpC inh no detg: -6.8%; Tb PYK inh: 10.2%; AMA1-RON2 inh: 49.1%[activator]; HCV inh: -15.6%; AmpC detergent: -0.7%; LmPK inhibitor: 6.4%

What do the screens show for `CCOc1ccccc1/C=C(/NC(=O)c1ccccc1)C(=O)N(CC)CC`?
HCMV inh: 12.3; AmpC inh no detg: 10.3%; Tb PYK inh: -6.1%; AMA1-RON2 inh: 14.7%; HCV inh: 0.0%; AmpC detergent: -9.2%; LmPK inhibitor: -1.4%

How did Cc1ccc(C)c(S(=O)(=O)N2CCN(C(=O)Cc3ccsc3)CC2)c1 do in these assays?
HCMV inh: 13.6; AmpC inh no detg: 29.4%; Tb PYK inh: -5.6%; AMA1-RON2 inh: -5.4%; AmpC detergent: 2.2%; LmPK inhibitor: 0.4%

What do the screens show for `COc1ccc([N+](=O)[O-])cc1NC(=O)C(C)OC(=O)C1CCC1` (stereo unspecified)?
HCMV inh: -31.0; AmpC inh no detg: -19.6%; Tb PYK inh: -3.5%; AMA1-RON2 inh: 0.0%; HCV inh: -18.5%; AmpC detergent: -23.5%

What do the screens show for `CCOc1cccc(C(=O)Nc2ccc3oc(-c4cccnc4)nc3c2)c1`?
HCMV inh: inconclusive; AmpC inh no detg: -19.3%; Tb PYK inh: 1.6%&2.0%; AMA1-RON2 inh: 7.9%; HCV inh: 10µM*; AmpC detergent: 0.2%&9.1%; LmPK inhibitor: 1.9%

What do the screens show for `C/C(=N\NC(=S)NCc1ccccc1)c1cccc(Br)c1`?
HCMV inh: 78.1; AmpC inh no detg: -16.3%[2.29 µM]; Tb PYK inh: -3.6%; AMA1-RON2 inh: 7.2%; HCV inh: inconclusive; AmpC detergent: 6.3%; LmPK inhibitor: 5.1%

What do the screens show for `Cc1ccc(NC(=O)CN2C(=O)C(C)(C)c3cc(S(=O)(=O)N4CCCCC4)ccc32)c(Br)c1`?
HCMV inh: -26.4; Tb PYK inh: inconclusive; AmpC detergent: 8.2%

Results for O=C(COc1ccc(Br)cc1)Nc1ccc(NC(=O)c2ccccc2)cc1 ?
HCMV inh: -68.5*; AmpC inh no detg: -14.9%; Tb PYK inh: -3.0%; AMA1-RON2 inh: -9.7%; AmpC detergent: inconclusive; LmPK inhibitor: -0.8%

Results for COc1ccc(C2CC(c3cccs3)=NN2C(=O)c2ccco2)cc1OC (stereo unspecified) ?
HCMV inh: inconclusive; AmpC inh no detg: 41.7%; Tb PYK inh: -11.5%; AMA1-RON2 inh: -3.9%; HCV inh: -18.9%; AmpC detergent: -4.0%; LmPK inhibitor: -0.6%

Results for Cc1cc(NC(=O)COC(=O)C2CSC3(C)CCC(=O)N23)ccc1Br (stereo unspecified) ?
HCMV inh: 24.2; AmpC inh no detg: 39.9%; Tb PYK inh: 15.1%; AMA1-RON2 inh: 9.8%; HCV inh: -23.1%

Results for O=C(Cn1[nH]c(=O)c2ccccc2c1=O)OCC(=O)N(Cc1ccccc1)Cc1ccccc1 ?
HCMV inh: -10.2; AmpC inh no detg: -1.6%; Tb PYK inh: 2.9%; AMA1-RON2 inh: -3.3%; HCV inh: 11.5%; AmpC detergent: -1.2%; LmPK inhibitor: 3.7%

Results for CCOC(=O)c1ccc(NC(=O)CCCc2nc(-c3cc(OC)c(OC)c(OC)c3)no2)cc1 ?
HCMV inh: -14.7; Tb PYK inh: -3.1%; AmpC detergent: -0.7%

What do the screens show for `O=c1[nH]c(CS(=O)(=O)c2ccccc2)nc2ccccc12`?
HCMV inh: -20.6; AmpC inh no detg: -16.2%; Tb PYK inh: -4.6%; AMA1-RON2 inh: -0.8%; HCV inh: 0.0%&-11.2%; AmpC detergent: inconclusive; LmPK inhibitor: -1.1%

How did CNc1ccc2nnc(C(F)(F)C(F)(F)C(F)(F)F)n2n1 do in these assays?
HCMV inh: -9.9; AmpC inh no detg: -5.7%; Tb PYK inh: 1.5%; AMA1-RON2 inh: -9.5%; HCV inh: 5.2%; AmpC detergent: 3.6%; LmPK inhibitor: 3.6%

Results for COc1ccc(C(C[N+](=O)[O-])c2c(C)cc3ccccn23)cc1 (stereo unspecified) ?
HCMV inh: -9.5; AmpC inh no detg: -29.0%[11.4 µM]; Tb PYK inh: -5.2%; AMA1-RON2 inh: -8.8%; HCV inh: inconclusive; AmpC detergent: -13.8%; LmPK inhibitor: -0.2%

Two records picked at random from the list so far, as already listed:
How did Cc1oc2ccc(OC(=O)c3cccs3)cc2c1C(=O)OC(C)C do in these assays?
HCMV inh: -2.9; AmpC inh no detg: -6.8%; Tb PYK inh: 10.2%; AMA1-RON2 inh: 49.1%[activator]; HCV inh: -15.6%; AmpC detergent: -0.7%; LmPK inhibitor: 6.4%

What do the screens show for `Cc1ccc(NC(=O)CN2C(=O)C(C)(C)c3cc(S(=O)(=O)N4CCCCC4)ccc32)c(Br)c1`?
HCMV inh: -26.4; Tb PYK inh: inconclusive; AmpC detergent: 8.2%

Further structures follow:
Results for CCOC(=O)c1ccc(Nc2nnc(C(C)(C)C)c(=O)[nH]2)cc1 ?
HCMV inh: -32.1; AmpC inh no detg: -48.7%; Tb PYK inh: 2.2%; AMA1-RON2 inh: 7.6%; HCV inh: -16.4%; AmpC detergent: -3.4%; LmPK inhibitor: 2.7%

How did CC(=O)OCC(=O)C1(O)CCC2C3CCC4=CC(=O)CCC4(C)C3(Cl)C(O)CC21C (stereo unspecified) do in these assays?
HCMV inh: 77.5; Tb PYK inh: -9.4%; AMA1-RON2 inh: -0.1%; HCV inh: 9.1%

How did CC1CCc2sc(C(=O)N3CCC(C(N)=O)CC3)cc2C1 (stereo unspecified) do in these assays?
HCMV inh: 174.1; AmpC inh no detg: 0.4%; Tb PYK inh: -4.8%; AMA1-RON2 inh: 1.6%; HCV inh: 10.6%; AmpC detergent: -2.3%

What do the screens show for `COc1cc2c(cc1[N+](=O)[O-])-c1ccccc1C2`?
HCMV inh: -75.1*; Tb PYK inh: -5.7%; AMA1-RON2 inh: -19.8%; HCV inh: -9.5%

Assay outcomes: PubChem BioAssay, National Center for Advancing Translational Sciences (NCATS)
